D2 agonist: D2 dopamine receptor (human) agonism; P14416; HEK293 T-REx D2 cells, calcium flux agonist mode; 0.53% of 340,000 active; activation, % at 2 µM;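 active = activation over 3 SD above normal in the single-dose calcium agonist read, cut at about 30% in these data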; also: 0% is about no effect
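HEK293 Trex D2 cells, tetracycline-induced, o/n 30 C 5% CO2; no-wash Ca dye, RT 30–90 min; 10-cycle baseline, 23 nl cpd added, kinetic Ca read 180 s; agonist hits = positive Ca response.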
D1 ag: activates the human D1 dopamine receptor | HEK293 T-REx D1 cells, calcium flux, agonist mode | activation, % at 2 µM | 1% of 360,000 active; also: 0% is about no effect
Target sequence (P21728 whole entry, looked up): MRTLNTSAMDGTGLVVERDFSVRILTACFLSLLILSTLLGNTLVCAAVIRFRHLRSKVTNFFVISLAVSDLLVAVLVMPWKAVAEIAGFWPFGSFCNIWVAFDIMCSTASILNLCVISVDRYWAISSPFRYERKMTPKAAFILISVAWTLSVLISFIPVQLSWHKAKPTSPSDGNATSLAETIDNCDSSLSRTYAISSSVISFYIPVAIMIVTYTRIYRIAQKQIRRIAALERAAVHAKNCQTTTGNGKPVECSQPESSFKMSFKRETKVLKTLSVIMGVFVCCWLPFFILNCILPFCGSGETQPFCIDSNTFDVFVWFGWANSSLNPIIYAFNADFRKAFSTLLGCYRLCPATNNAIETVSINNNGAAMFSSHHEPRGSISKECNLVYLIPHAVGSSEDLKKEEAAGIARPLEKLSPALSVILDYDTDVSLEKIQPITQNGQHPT
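Tetracycline-induced HEK293 TREx D1 cells, force-coupled to calcium signalling, were dye-loaded with a no-wash calcium kit. Compound was pin-added after a 10 s baseline. Fluorescence was read kinetically at 1 cycle/s for 180 s, with calcium rises flagged as agonism.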
RXFP1 antagonist: antagonists of human relaxin receptor RXFP1; Q9HBX9; HEK293-RXFP1, relaxin-stimulated cAMP HTRF, 30 min; hits give low values; activity change, negative = inhibition, % at 57.5 µM; 0.59% of 350,000 active; AID 1259400;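 active = activity change of -60% or lower, but not beyond a set lower limit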; also: % is scaled to controls: 0 for no effect and ±100 for the full control effect
TRHR agonist: TRH receptor (human) agonism; P34981; TRHR cells, calcium flux fluo-8, FDSS agonist mode; activation, % at 2 µM; 0.18% of 360,000 active; also: 0% is about no effect
Target sequence (P34981 whole entry, looked up): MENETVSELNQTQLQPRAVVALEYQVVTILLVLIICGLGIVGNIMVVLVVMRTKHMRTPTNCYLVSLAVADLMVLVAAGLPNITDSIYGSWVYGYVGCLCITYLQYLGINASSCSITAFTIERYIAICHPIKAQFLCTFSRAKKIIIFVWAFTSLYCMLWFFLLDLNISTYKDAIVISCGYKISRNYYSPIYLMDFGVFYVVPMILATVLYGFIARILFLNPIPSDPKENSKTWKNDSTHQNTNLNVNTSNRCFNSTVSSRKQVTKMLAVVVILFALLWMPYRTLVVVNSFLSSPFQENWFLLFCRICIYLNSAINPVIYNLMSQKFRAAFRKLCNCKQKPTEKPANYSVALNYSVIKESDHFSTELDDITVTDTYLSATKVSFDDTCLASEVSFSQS
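In this calcium-flux screen, cells bearing human TRHR are dye-loaded with fluo-8, baselined for 10 cycles, then exposed to library compounds; positive kinetic calcium responses during the agonist phase mark hits, with TRH as control.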
D1 antagonist: antagonists of human D1 dopamine receptor | P21728 | HEK293 TREx D1 cells, calcium flux, dopamine EC80; hits give low values | activity change, negative = inhibition, % at 10 µM | 3.2% of 360,000 active; in the data active = activity change below about -30%; also: % is scaled to controls: 0 for no effect and ±100 for the full control effect
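Inducible Hek293 Trex D1 cells (tetracycline, overnight, 30 C). Calcium dye 30–90 min RT. Antagonist mode: EC80 dopamine added after 180 s compound read.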
TRHR enhancer: TRH receptor (human) allosteric enhancement. P34981. TRHR cells, fluo-8 calcium fluorescence, EC20 TRH enhancement. enhancement, % at 2 µM. 0.66% of 360,000 active; in the data active = enhancement above about 30%; also: 0% is about no effect
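TRHR-expressing cells loaded with fluo-8 calcium dye were read kinetically (ex 480/em 530) during compound addition, then stimulated with an EC20 of TRH (10 nM final). Enhancement of the Gq-mediated intracellular calcium response was scored.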
D1 PAM: enhances dopamine response at the human D1 receptor; P21728; HEK293 TREx D1 cells, calcium flux, dopamine EC20 potentiation; potentiation, % at 10 µM; 0.036% of 360,000 active; AID 504651; in the data active = potentiation above about 30%; also: 0% is about no effect
D2 PAM: D2 dopamine receptor (human) potentiation. P14416. HEK293 T-REx D2, calcium flux, EC20 dopamine potentiation. potentiation, % at 10 µM. 0.34% of 340,000 active;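 active = potentiation over 3 SD above the plate norm, cut at about 30% in these data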; also: 0% is about no effect
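Tetracycline-induced Hek293 Trex D2 cells, force-coupled to calcium, loaded with no-wash calcium dye. Compound added with 180 s kinetic read for agonism, then EC20 dopamine and a further 180 s read for potentiation.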
D2 antag: D2 dopamine receptor (human) antagonism; 2% of 340,000 active; AID 485344; inhibition, % at 10 µM; HEK293 TREx D2 cells, calcium flux, dopamine EC80; in the data active = inhibition above about 30%; also: 0% is about no effect
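Antagonism is scored as inhibition of an EC80 dopamine-evoked calcium signal in a force-coupled, tetracycline-inducible HEK293 T-REx D2 line, with compound present 180 s before agonist.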
* marks the source's active call; other numbers are inactive results; & = joins results of further samples. Rule as the data show it, unless noted: active = activation above about 30%; inactive = the rest.

Results for Cc1ccccc1NC(=O)c1nn(C)c(C(=O)Nc2ccccc2C)c1[N+](=O)[O-] ?
D2 agonist: 1.0; D1 ag: 6.2; RXFP1 antagonist: 4.9; TRHR agonist: 0.1; D1 antagonist: 13.8; TRHR enhancer: 3.0; D1 PAM: -8.7; D2 PAM: -8.9; D2 antag: -5.1

How did CN(CCOC(=O)c1ccco1)Cc1ccccc1 do in these assays?
D2 agonist: 0.5; D1 ag: 2.8; RXFP1 antagonist: 3.1; TRHR agonist: 0.4; D1 antagonist: 0.0; TRHR enhancer: -5.0; D1 PAM: 2.4; D2 PAM: 7.1; D2 antag: -5.6

Results for COc1cc(CNCc2ccncc2)cc(OC)c1OC ?
D2 agonist: 0.8; D1 ag: 1.0; RXFP1 antagonist: 7.9; TRHR agonist: 0.4; D1 antagonist: 6.5; TRHR enhancer: -4.1; D1 PAM: -14.7; D2 PAM: 7.4; D2 antag: 1.4

Results for CCN(c1cccc(C)c1)S(=O)(=O)c1cccc2nsnc12 ?
D2 agonist: -0.7; D1 ag: 4.8; RXFP1 antagonist: -6.9; TRHR agonist: 0.1; D1 antagonist: 6.2; TRHR enhancer: -1.3; D1 PAM: -3.3; D2 PAM: 1.0; D2 antag: 7.9

Results for CCCCCn1c(=O)[nH]c2cc(C(=O)NCCCN3CCCCC3C)ccc2c1=O (configuration not stated) ?
D2 agonist: 1.6; D1 ag: 7.8; RXFP1 antagonist: -6.0; TRHR agonist: 0.5; D1 antagonist: -27.6; TRHR enhancer: -0.4; D2 PAM: -0.6; D2 antag: -2.7

Results for COc1cccc(C(=O)NCCOc2cc(C)cc(C)c2)c1 ?
D2 agonist: -1.7; D1 ag: 3.5; RXFP1 antagonist: 8.9; TRHR agonist: -0.6; D1 antagonist: -13.1; TRHR enhancer: 2.0; D1 PAM: -9.6; D2 PAM: -5.8; D2 antag: -5.0

How did CCC1CCCCN1CCCNC(=O)C1CCCN(c2nn3c(=O)cc(C)nc3s2)C1 (configuration not stated) do in these assays?
D1 ag: 3.3; RXFP1 antagonist: 20.2; TRHR agonist: -0.1; D1 antagonist: -2.4; TRHR enhancer: -1.6; D1 PAM: -6.4

What do the screens show for `CCOc1ccccc1N1CCN(c2ncnc3scc(-c4ccc(OC)cc4)c23)CC1`?
D2 agonist: 1.3; D1 ag: 0.0; RXFP1 antagonist: -31.2; TRHR agonist: 0.1; D1 antagonist: 1.0; TRHR enhancer: -0.3; D1 PAM: -2.9; D2 PAM: -0.9; D2 antag: 20.4

Results for CCOC(=O)C1CCCN(C(=O)c2ccc3c(c2)N(Cc2ccc(Cl)cc2)C(=O)c2ccccc2S3=O)C1 (configuration not stated) ?
D1 ag: 2.3; TRHR agonist: 0.1; D1 antagonist: 1.4; TRHR enhancer: -5.6; D1 PAM: 1.5; D2 PAM: -2.7

Results for Cc1ccccc1NC(=O)CSc1nc(N)c2c3c(sc2n1)CSC(C)(C)C3 ?
D2 agonist: 0.7; D1 ag: 2.3; RXFP1 antagonist: -3.6; TRHR agonist: -0.4; D1 antagonist: 7.8; TRHR enhancer: -5.1; D1 PAM: -1.0; D2 PAM: -3.9; D2 antag: -15.7

Results for O=C1c2ccccc2NC(c2ccc(-c3ccc(F)cc3)o2)N1O (configuration not stated) ?
D2 agonist: 0.2; D1 ag: 0.4; TRHR agonist: 0.0; TRHR enhancer: 2.8; D1 PAM: -0.5; D2 PAM: 17.9; D2 antag: 1.8

Results for Cc1cc(C)n2nc(SC(C)C(=O)Nc3ccc(Cl)cn3)nc2n1 (configuration not stated) ?
D2 agonist: 0.9; D1 ag: 0.8; RXFP1 antagonist: -5.9; TRHR agonist: 0.6; D1 antagonist: -0.6; TRHR enhancer: 2.4; D1 PAM: 1.9; D2 PAM: -2.1; D2 antag: -5.0

How did CCOC(=O)c1c(NC(=O)c2c(C(=O)O)cccc2[N+](=O)[O-])sc2c1CCCC2 do in these assays?
D2 agonist: 1.5; D1 ag: 1.2; RXFP1 antagonist: -10.4; TRHR agonist: 0.4; D1 antagonist: -4.1; TRHR enhancer: -0.6; D1 PAM: 1.1; D2 PAM: 16.8; D2 antag: -8.5

What do the screens show for `CC(C)Oc1ccc(Cc2cnc(N)nc2N)cc1`?
D2 agonist: 0.4; D1 ag: 0.1; RXFP1 antagonist: -11.4; TRHR agonist: -1.1; D1 antagonist: -3.3; TRHR enhancer: 9.6; D1 PAM: 0.5; D2 PAM: 1.2; D2 antag: -18.7

How did CC(OCC(O)CN(C)Cc1nc2ccccc2c(=O)[nH]1)c1ccc(Cl)cc1 (configuration not stated) do in these assays?
D2 agonist: 2.2; D1 ag: 8.1; RXFP1 antagonist: -5.7; TRHR agonist: -0.4; D1 antagonist: -1.7; TRHR enhancer: -5.8; D1 PAM: 0.7; D2 PAM: 9.8; D2 antag: 6.8

Ordered by count of non-hydrogen atoms (rising): part of the list above
How did CN(CCOC(=O)c1ccco1)Cc1ccccc1 do in these assays?
D2 agonist: 0.5; D1 ag: 2.8; RXFP1 antagonist: 3.1; TRHR agonist: 0.4; D1 antagonist: 0.0; TRHR enhancer: -5.0; D1 PAM: 2.4; D2 PAM: 7.1; D2 antag: -5.6

Results for Cc1ccccc1NC(=O)CSc1nc(N)c2c3c(sc2n1)CSC(C)(C)C3 ?
D2 agonist: 0.7; D1 ag: 2.3; RXFP1 antagonist: -3.6; TRHR agonist: -0.4; D1 antagonist: 7.8; TRHR enhancer: -5.1; D1 PAM: -1.0; D2 PAM: -3.9; D2 antag: -15.7

Results for Cc1ccccc1NC(=O)c1nn(C)c(C(=O)Nc2ccccc2C)c1[N+](=O)[O-] ?
D2 agonist: 1.0; D1 ag: 6.2; RXFP1 antagonist: 4.9; TRHR agonist: 0.1; D1 antagonist: 13.8; TRHR enhancer: 3.0; D1 PAM: -8.7; D2 PAM: -8.9; D2 antag: -5.1

How did CCC1CCCCN1CCCNC(=O)C1CCCN(c2nn3c(=O)cc(C)nc3s2)C1 (configuration not stated) do in these assays?
D1 ag: 3.3; RXFP1 antagonist: 20.2; TRHR agonist: -0.1; D1 antagonist: -2.4; TRHR enhancer: -1.6; D1 PAM: -6.4

(next part)
How did CCSc1ncc(Cl)c(C(=O)Nc2cc(C)ccc2C)n1 do in these assays?
D2 agonist: 1.0&-0.1; D1 ag: -0.2&0.0; RXFP1 antagonist: 7.9; TRHR agonist: 0.6&-0.1; D1 antagonist: -13.3&-10.5; TRHR enhancer: -1.5&-1.9; D1 PAM: 1.6&0.6; D2 PAM: -7.7&3.4; D2 antag: -12.3

Results for Cc1c(C)c2ccc(O[C@@H]3O[C@H](CO)[C@H](O)[C@H](O)[C@H]3O)c(C)c2oc1=O ?
D1 ag: 2.7; RXFP1 antagonist: 15.1; TRHR agonist: -0.2; D1 antagonist: -2.4; TRHR enhancer: -2.0; D1 PAM: -4.3

How did COc1cc2c(cc1OC)C(C1C(=O)CC(C)(C)CC1=O)N(C(=O)CCl)CC2 (configuration not stated) do in these assays?
D2 agonist: 1.2; D1 ag: 3.0; RXFP1 antagonist: -5.2; TRHR agonist: 0.2; D1 antagonist: 11.4; TRHR enhancer: -3.8; D1 PAM: -8.0; D2 PAM: 1.2; D2 antag: 9.1

How did COc1cccc(CN2CCN(Cc3c(C)nn(C(C)C)c3C)CC2CCO)c1 (configuration not stated) do in these assays?
D2 agonist: 0.3; D1 ag: 2.8; RXFP1 antagonist: 21.9; TRHR agonist: -0.1; D1 antagonist: -3.1; TRHR enhancer: -1.8; D1 PAM: 0.7; D2 PAM: 14.2; D2 antag: -4.6

What do the screens show for `COc1cc(/C=N/NC(=O)c2ccccc2NS(=O)(=O)c2cccs2)ccc1O`?
D2 agonist: -0.5; D1 ag: 1.2; RXFP1 antagonist: -12.6; TRHR agonist: 0.0; D1 antagonist: 2.0; TRHR enhancer: 5.1; D1 PAM: -6.9; D2 PAM: 4.0; D2 antag: 13.4

How did COc1ccc(C(=O)OCC(=O)c2ccc(Cl)s2)c(OC)c1OC do in these assays?
D2 agonist: 0.2; D1 ag: -1.4; RXFP1 antagonist: -1.1; TRHR agonist: -0.7; D1 antagonist: -34.5*; TRHR enhancer: -4.3; D1 PAM: -2.5; D2 PAM: -2.0; D2 antag: -12.9

What do the screens show for `O=C1C2=C(Nc3ccccc3SC2c2ccc(C(F)(F)F)cc2)c2ccccc21` (configuration not stated)?
D2 agonist: 0.3; D1 ag: 2.8; RXFP1 antagonist: -16.9; TRHR agonist: 0.3; D1 antagonist: -1.1; TRHR enhancer: -5.4; D1 PAM: -0.6; D2 PAM: 22.6

Results for O=S(=O)(c1ccc(Br)cc1)c1nnn2c1nc(Nc1cccc(C(F)(F)F)c1)c1sccc12 ?
D1 ag: 0.5; RXFP1 antagonist: 6.6; TRHR agonist: -2.1; D1 antagonist: -6.1; TRHR enhancer: 3.4; D1 PAM: -4.2; D2 PAM: 0.8

What do the screens show for `COc1ccc(NC(=O)CN(C)C(=O)CN2C(=O)NC3(CCCCC3)C2=O)cc1`?
D2 agonist: 0.2; D1 ag: 7.2; RXFP1 antagonist: 1.1; TRHR agonist: 0.4; D1 antagonist: 21.8; TRHR enhancer: 6.8; D1 PAM: 3.7; D2 PAM: 17.4; D2 antag: -6.0

How did O=C(COC(=O)CCCN1C(=O)c2cccc3cccc(c23)C1=O)Nc1cccc(Br)c1 do in these assays?
D2 agonist: -0.2; D1 ag: 4.4; RXFP1 antagonist: -8.4; TRHR agonist: -0.2; D1 antagonist: -1.1; TRHR enhancer: 4.7; D1 PAM: -1.1; D2 PAM: -7.3; D2 antag: 1.9

How did Cc1ccccc1OC(C)C(=O)NCCCN1CCOCC1 (configuration not stated) do in these assays?
D2 agonist: 0.9; D1 ag: 0.2; RXFP1 antagonist: -0.9; TRHR agonist: 0.4; D1 antagonist: 0.4; TRHR enhancer: -0.1; D1 PAM: 2.7; D2 PAM: 2.2; D2 antag: 4.8

Results for CC(=O)c1c(C)[nH]c(-c2ccccc2)c1C ?
D1 ag: 0.4; RXFP1 antagonist: -3.5; TRHR agonist: -0.5; D1 antagonist: -15.0; TRHR enhancer: -1.2; D1 PAM: -6.3

How did CC(=O)c1ccc(S(=O)(=O)Nc2cccc(S(=O)(=O)NC3=NCCC3)c2)cc1 do in these assays?
D2 agonist: -0.2; D1 ag: 1.6; TRHR agonist: 0.2; D1 antagonist: -2.5; TRHR enhancer: -4.1; D1 PAM: 1.2; D2 PAM: -6.9; D2 antag: 9.9

What do the screens show for `N/C(=N\OC(=O)CCc1ccccc1)c1ccc(Cl)cc1`?
D1 ag: 1.0; RXFP1 antagonist: 21.3; TRHR agonist: 0.4; D1 antagonist: -6.7; TRHR enhancer: 7.5; D1 PAM: 1.1

How did CC(C)=CC(=O)NCc1c(Cl)cccc1-n1cccc1 do in these assays?
D2 agonist: -0.4; D1 ag: 1.2; RXFP1 antagonist: 11.9; TRHR agonist: -1.0; D1 antagonist: -11.4; TRHR enhancer: -0.5; D1 PAM: 1.9; D2 PAM: 6.1; D2 antag: 1.4

How did CCSc1nnc(NC(=O)CC(C)C)s1 do in these assays?
D2 agonist: 1.7; D1 ag: 1.6; RXFP1 antagonist: 1.7; TRHR agonist: -0.6; D1 antagonist: 13.9; TRHR enhancer: 5.4; D1 PAM: -9.2; D2 PAM: 0.9; D2 antag: 3.6
